# ALOX12 inh – ALOX12 (human) lipoxygenase inhibition | P18054 | purified 12hLO, xylenol orange hydroperoxide absorbance | Potency, µM (titrated, usually from 108 µM), for inactives: top-dose activity change, negative = inhibition, actives largely listed as inhibitors | 580,000 tested, 1.1% active | AID 1671190; also: % is scaled to controls: 0 for no effect and ±100 for the full control effect
#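 Purified human 12hLO at 150 nM in 25 mM Hepes, 0.01% Triton X-100, pH 7.0, preincubated 15 min at room temperature with compound. Reaction started with 40 uM arachidonic acid, 30 min at room temperature. Hydroperoxide measured by Fe-xylenol orange, 573/405 nm absorbance ratio.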
# GLS inh – inhibitors of human glutaminase (GLS); O94925; GLS enzymatic activity, qHTS titration; Potency, µM (series often up to 45.5 µM), for the others: at the highest dose activity change, negative = inhibition, most hits filed as inhibitors; 410,000 tested, 0.21% active; AID 624170; also: % is scaled to controls: 0 for no effect and ±100 for the full control effect
#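 hKGA in 45 mM KH2PO4 pH 8.2, 0.02% Tween-20 with pin-transferred compounds; 1 mM L-glutamine (stock) plus glutamate oxidase/HRP/Amplex Red coupling added. Fluorescence read initially and after 30 min at RT.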
# Pin1 inh – inhibitors of human Pin1; Q13526; Pin1 FP peptide displacement, HiFluor488, 10 min; Potency, µM (series often up to 115 µM), for inactives: at the top dose activity, negative = inhibition, usual class: inhibitors; 390,000 tested, 0.009% active; AID 504891; active = well fitted inhibition curve with a large enough effect in the polarisation, with a control signal flat, not every such curve was filed as active; inconclusive = small, poorly fitted or top-dose-only effect, or effect the other way, or a change in a side signal; inactive = no such curve, though single readings can be large or run the other way; the % refers to the polarisation; also: % is scaled to controls: 0 for no effect and ±100 for the full control effect
# PGK inhibitor – blocks T. brucei phosphoglycerate kinase. P07378. PGK/GAPDH coupled, Kinase-Glo luminescence, 60 min. Potency, µM (doses to about 57.5 µM), for the others: at the top dose activity change, negative = inhibition, hits mostly inhibitors. 380,000 tested, 0.043% active. AID 602233; also: % is scaled to controls: 0 for no effect and ±100 for the full control effect; nearly all actives have a fitted effect of over 60% in size
#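 Recombinant glycosomal PGK reaction used 1,3-bisphosphoglycerate generated in-well by GAPDH (100nM final) in 100mM TEA pH 7.6, 5mM MgCl2, 0.01% Tween-20. After 60 minutes at room temperature, ATP was read by Kinase-Glo Plus luminescence end-point.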
# TrxR1 inh – rat TrxR1 inhibition; O89049; recombinant rTrxR1, NADPH fluorescence consumption, selenite substrate; Potency, µM (series often up to 114 µM), for the others: at the highest dose activity change, negative = inhibition, actives largely listed as inhibitors; 390,000 tested, 1% active; AID 588453; also: % is scaled to controls: 0 for no effect and ±100 for the full control effect; nearly all actives have a fitted effect of over 65% in size
#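 Rat TrxR1 (90 nM in the dispensed reagent) was pre-reduced with 400 uM NADPH for 5 min at room temperature, then incubated with compound for 15 min. After 400 uM selenite was added, NADPH fluorescence (Ex 340/Em 450 nm) was followed for 8 min.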
# JMJD2A Tudor inh – JMJD2A Tudor domain (human) inhibition; O75164; AlphaScreen JMJD2A-Tudor / H3K4me3 peptide binding; Potency, µM (top dose mostly 114 µM), for the others: top-dose activity change, negative = inhibition, most hits filed as inhibitors; 390,000 tested, 4.4% active; also: % is scaled to controls: 0 for no effect and ±100 for the full control effect; nearly all actives have a fitted effect of over 50% in size
# Target sequence (O75164 whole entry, looked up, the tested form may be a part): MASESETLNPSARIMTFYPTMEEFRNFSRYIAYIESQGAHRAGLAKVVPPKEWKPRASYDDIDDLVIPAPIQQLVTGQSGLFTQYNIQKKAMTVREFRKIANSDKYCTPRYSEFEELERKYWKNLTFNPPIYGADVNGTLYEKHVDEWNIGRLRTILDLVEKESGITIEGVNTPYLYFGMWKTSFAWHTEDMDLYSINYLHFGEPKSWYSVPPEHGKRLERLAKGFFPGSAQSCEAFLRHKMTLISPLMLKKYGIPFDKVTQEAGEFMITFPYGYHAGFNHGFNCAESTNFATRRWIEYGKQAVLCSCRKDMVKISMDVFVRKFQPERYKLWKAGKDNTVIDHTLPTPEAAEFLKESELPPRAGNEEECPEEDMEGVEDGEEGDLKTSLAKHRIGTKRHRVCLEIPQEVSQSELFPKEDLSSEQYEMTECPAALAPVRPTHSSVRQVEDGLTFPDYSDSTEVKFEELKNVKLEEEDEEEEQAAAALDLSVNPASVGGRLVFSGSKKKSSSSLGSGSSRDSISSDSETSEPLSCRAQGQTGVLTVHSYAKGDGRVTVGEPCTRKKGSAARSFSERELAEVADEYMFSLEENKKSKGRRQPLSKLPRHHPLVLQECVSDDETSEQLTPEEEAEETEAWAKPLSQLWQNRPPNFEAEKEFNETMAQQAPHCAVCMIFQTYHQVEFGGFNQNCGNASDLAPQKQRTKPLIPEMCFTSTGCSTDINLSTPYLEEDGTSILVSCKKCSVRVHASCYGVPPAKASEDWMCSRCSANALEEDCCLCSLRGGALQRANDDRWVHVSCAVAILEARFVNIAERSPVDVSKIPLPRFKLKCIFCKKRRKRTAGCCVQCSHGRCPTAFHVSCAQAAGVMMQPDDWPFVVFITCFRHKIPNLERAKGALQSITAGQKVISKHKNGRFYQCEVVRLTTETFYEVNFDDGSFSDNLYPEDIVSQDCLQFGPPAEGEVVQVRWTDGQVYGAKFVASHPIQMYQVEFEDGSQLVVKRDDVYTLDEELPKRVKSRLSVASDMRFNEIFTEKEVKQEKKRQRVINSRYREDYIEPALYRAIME
# HP1b chromo inh – inhibitors of HP1-beta chromodomain binding to methylated histone tails; AlphaScreen HP1-beta / biotin-H3K9me3 peptide binding; Potency, µM (highest dose often 114 µM), without a hit: at the top dose activity change, negative = inhibition, hits mostly inhibitors; P83916; 390,000 tested, 0.56% active; also: nearly all actives have a fitted effect of over 70% in size; inactives centre near 23
#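 HP1-beta protein (50 nM final) preincubated 30 min at room temperature with biotinylated H3(1-18)K9me3 peptide (50 nM) in PBS pH 7.4, 0.01% Tween-20, then compound added for 30 min. AlphaScreen streptavidin donor/nickel chelate acceptor beads (10 ug/mL final), 30 min dark, luminescence read.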
# ERG Ets-DNA blk – ERG Ets/DNA interaction inhibition | P11308 | fluorescence polarization, His-ERG Ets domain / labelled DNA | Potency, µM (highest dose often 76.9 µM), for the others: top-dose FP activity, negative = inhibition, usual class: inhibitors | 370,000 tested, 0.028% active | AID 624246; active = well fitted inhibition curve with a large enough effect in the polarisation, with a control signal flat; inconclusive = small, poorly fitted or top-dose-only effect, or effect the other way, or a change in a side signal; inactive = no such curve, though single readings can be large or run the other way; the % refers to the polarisation;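 also: polarization taken with two DNA probes labelled with fluorescein and Texas red; % of control where 0% means no effect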
#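 His-tagged ERG Ets domain (1 uM in the protein solution; 300mM KCl, 50mM Tris-HCl, 1mM EDTA, 1mM DTT, pH 7.5) received compound, then a probe mix of 5 nM fluorescein-DNA and 100nM Texas-615-DNA. Fluorescence polarization was read for both dyes.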
# RGS4 inh – inhibitors of human regulator of G protein signaling 4; P49798; Transcreener GDP fluorescence polarization, RGS4-accelerated GTP hydrolysis; Potency, µM (doses to about 114 µM), for inactives: at the highest dose activity change, negative = inhibition, usual class: inhibitors; 390,000 tested, 0.039% active; also: % is scaled to controls: 0 for no effect and ±100 for the full control effect; nearly all actives have a fitted effect of over 75% in size; some results filed as inactive show a strong effect at the top dose
#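 MLSMR compounds (23 nl, pin-transferred) preincubated 10 min at room temperature with a 500nM (2x) first reagent, then RGS4 at 900nM (2x) plus Transcreener GDP mix added; fluorescence polarization (620/688 nm) read before and after 90 min at 30 °C.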
# Numbers without * were called inactive; i = inactive; ? = inconclusive; . = not tested or not shown; [ ] = remark or other dose. Unless noted, calls follow the shape of the dose curve; as a rule, active = well fitted curve in the direction sought with a large enough effect; inconclusive = small, poorly fitted or top-dose-only effect, or another doubt; inactive = no such curve, though single readings can be large; an effect the other way counts as inactive or inconclusive. Potency is read from the fitted curve at half-maximal effect. The list is partial; count on the stated rates, not on these rows.
ALOX12 inh	GLS inh	Pin1 inh	PGK inhibitor	TrxR1 inh	JMJD2A Tudor inh	HP1b chromo inh	ERG Ets-DNA blk	RGS4 inh	SMILES
-13%	-2%	-1%	-9%	29%	-1%	32%	-4%	3%	Cc1ccc(C(=O)NCCNC(=O)c2cccnc2)cc1
-10%	2%	?	-3%	9%	-29%	31%	6%	-8%	CCC(C)(O)c1[nH]c2ccc(C(F)(F)F)cc2c1C (configuration not stated)
?	-12%	-1%	-8%	-20%	100µM*	-9%	-1%	?	O=C(Nc1nnc(-c2ccncc2)s1)C1CCCO1 (configuration not stated)
?	74%[activator]	-1%	-7%	-26%	?	24%	-4%	-7%	Cc1n[nH]c(=O)c2c(NC(=O)CSc3nnnn3-c3ccccc3)oc(C)c12
8%	15%	4%	10%	?	-1%	36%[57 µM]	2%	-14%	COCCn1c(C)cc(O)c(C(c2ccc(F)cc2)N2CCN(c3ccccc3)CC2)c1=O (configuration not stated)
5%	3%	2%	-6%	8%	-22%	0%	-5%	-5%[11.4 µM]	COc1ccccc1/C=C/C=N/NC(=O)CCn1nnc2ccccc21
?	?	-8%	-4%	?	-19%	18%	-1%	3%	CC(C)C(OC(=O)c1cccs1)C(=O)NCc1ccco1 (configuration not stated)
1%	-4%	5%	-6%	4%	9%	48%[activator]	-1%	-22%	CCc1ccc(-c2cc(C)no2)cc1S(=O)(=O)NCc1ccccc1OC
6%	0%	-3%	.	24%	-21%	7%	0%	-4%	Cc1ccc(-c2cc(C(=O)O)n(Cc3ccccc3)n2)cc1
-2%	-26%	46%[activator]	-13%	16%	-32%	34%	6%	8%	C/C(=N\NC(=O)c1c(C)nc2ccccn12)c1ccc(O)cc1O
2%	-4%	1%	0%	29%	-1%	16%	9%	-9%	Cc1cccc(-c2ocnc2C(=O)N2CCN(C(=O)c3cccs3)CC2)c1
0%	1%	-12%	-1%	-3%	-17%	10%	-11%	-6%	CC(=O)Nc1ccc(N(C)S(C)(=O)=O)cc1
0%	0%	-11%	-7%	25%[57.1 µM]	11%	29%	0%	6%	Cc1noc(COc2ccccc2OCC(O)CNC(C)(C)C)n1 (configuration not stated)
-15%	1%	0%	-12%	22%	-10%	0%	2%	9%	CN1CCC(N(C)S(=O)(=O)c2ccc(F)cc2F)CC1
-2%	3%	-3%	-2%	16%	-4%	9%	-12%	0%	COc1cccc(CNC(=O)CC2Sc3ccccc3NC2=O)c1 (configuration not stated)
-3%	-7%	-5%	1%	18%[57.1 µM]	7%	32%	-2%	-17%	COC(=O)CSc1nnc(CNC(=O)c2ccc(OC)c(OC)c2)n1C
4%	0%	-10%	-9%	8%	23%	101%[activator]	6%	10%	Cc1cccc2c3nc4ccccc4nc3n(CCCN3C(=O)c4ccccc4C3=O)c12
?	-29%	?	-1%	63%	-26%	34%	4%	-34%	O=c1c2c(-c3ccccc3)csc2nc2c3ccccc3c(NCCN3CCOCC3)nn12
?	4%	30%	.	.	50µM*	.	.	.	S=C(NCCCc1cnc[nH]1)NCCCN(Cc1ccc(Cl)cc1)c1ccc(Br)cn1
-14%	5%	8%	9%	-9%	-16%	27%	2%	35%	CC1CCCCN1Cc1c(O)ccc2c(=O)c(-c3ccc(Cl)cc3)c(C(F)(F)F)oc12 (configuration not stated)
0%	2%	-2%	-1%	-7%	-21%	27%	-7%	-8%	C[C@H](CO)N1C[C@H](C)[C@@H](CN(C)S(C)(=O)=O)Oc2ccc(NC(=O)CCN3CCOCC3)cc2C1=O
?	3%	-3%	i	?	-14%	52%[activator]	-10%	-2%[56.9 µM]	N=c1n(CCCOc2ccc(Br)cc2)c2ccccc2n1CC(N)=O
9%	10%	33%[activator]	6%	-7%	-13%	45%[activator]	0%	-1%	Cn1nnnc1SCc1csc(C2C(C#N)=C(N)OC3=C2C(=O)CCC3)c1 (configuration not stated)
-3%	10%	-1%	2%	6%[57.1 µM]	-9%	15%	3%	24%	O=c1[nH]c(CN2CCOCC2)nc2cc(Cl)ccc12
-9%	-3%	5%	-7%	11%	-15%	28%	-16%	-9%	CC(C)c1cc(C(=O)N/N=C/c2ccoc2)cs1
-5%	11%	-1%	-10%	-3%	56µM*	-36%	3%	-50%	CC(C)N(C(=O)[C@H]1C[C@H](CC(=O)NCCc2ccccn2)C(=O)N2CCc3c([nH]c4cc(-c5ccco5)ccc34)[C@]12C)C(C)C
?	13%	-14%	i	-9%[57.1 µM]	?	-19%	-3%	2%	O=C(O)c1cccc(NC(=S)NC(=O)c2ccncc2)c1
-1%	5%	-1%	5%	5%[57.1 µM]	-6%	15%	-1%	6%	CN(NC(=O)c1c(Cl)cccc1Cl)c1cccc(Cl)n1
3%	0%	57%[activator]	10%	16%	-21%	15%	-1%	-2%	Cc1ccc2c(c1)C(c1ccccc1)N(C(=O)COc1ccc(Cl)cc1Cl)CC(=O)N2 (configuration not stated)
-4%	16%	6%	-1%	12%	-13%	9%	-5%	7%	Cc1cccc(C)c1NC(=O)CNC(=O)C1CCCC1
?	10%	-1%	4%	-2%	-20%	40%[activator]	-4%	-31%	Cc1cccc(NC(=S)NC2CC3CCCC(C2)N3CC(C)C)c1 (configuration not stated)
-3%	4%	2%	-7%	25%[57.1 µM]	-16%	4%	7%	4%	Cc1ccc(S(=O)(=O)N2CCCCC2)cc1NC(=O)COC(=O)Cc1cccc(C(F)(F)F)c1
2%	4%	6%	i	11%[57.1 µM]	-7%	31%	-6%	-6%	Cc1ccc(C(=O)OCC(=O)NCCC2=CCCCC2)cc1N
145%[activator]	7%	5%	6%	13%	-3%	28%	-2%	6%	Cc1cccc(N(Cc2ccccc2F)S(C)(=O)=O)c1
14%	3%	-4%	3%	9%[57.1 µM]	-1%	38%[activator]	-9%	6%	O=C(CC12CC3CC(CC(C3)C1)C2)NCCN1CCOCC1
1%	11%	31%[activator]	i	24%[57.1 µM]	-18%	3%	2%	2%	Cc1ccc(-c2csc3ncnc(SCC(=O)c4ccc5c(c4)OCCO5)c23)cc1
-5%	-1%	-14%	-3%	26%	-14%	32%	9%	6%	O=C1CN(C(=O)N[C@@H](Cc2ccccc2)C(=O)N[C@H](C(=O)O)c2ccccc2)c2ccccc2N1
-4%	-20%	5%	-4%	2%[57.1 µM]	-3%	27%	?	-5%	CC(=O)c1ccc(N(CC(=O)NC2CCS(=O)(=O)C2)S(=O)(=O)c2ccc(C)cc2)cc1 (configuration not stated)
-11%	18%	-2%	-4%	15%	-10%	26%	5%	-2%	CC(=O)N1CCN(c2ccc(Oc3nnnn3-c3ccccc3)cc2)CC1
4%	-1%	13%	2%	38%[activator][57.1 µM]	-11%	47%[activator]	-6%	7%	CSc1cccc(NC(=O)c2cc(S(=O)(=O)N3CCc4ccccc43)cn2C)c1
13%	7%	-1%	2%	-20%	-1%	22%	5%	0%	CC1=C(O)C(=O)OC1c1c(Cl)cccc1Cl (configuration not stated)
8%	-6%	3%	-6%	14%	-6%	20%	-7%	5%	CCc1nc(SCc2ccc(F)cc2)[nH]c(=O)c1C#N
0%	1%	-4%	-9%	23%[57.1 µM]	-7%	15%	-4%	15%	O=C(NCc1cccnc1)C1CCC(CNS(=O)(=O)c2ccc(Cl)cc2)CC1 (configuration not stated)
0%[57.4 µM]	-12%	2%	-9%	-1%	-3%	83%[activator]	-2%	-29%	CC(C)OP(=O)(OC(C)C)C(NC(=O)c1cccc([N+](=O)[O-])c1)C(N)=O (configuration not stated)
4%[57.4 µM]	4%	-2%	-6%	16%[57.1 µM]	-8%	20%	-3%	4%	CCc1ccccc1NC1c2ccccc2C(=O)N1c1cc(C)ccn1 (configuration not stated)
6%	4%	-4%	-5%	25%	-3%	58%[activator]	-14%	-2%	Cc1noc(C)c1COc1ccc(C(=O)NCC2CCCO2)cc1 (configuration not stated)
-5%	-1%	8%	-2%	36%	5%	5%	2%	17%	O=C(NC1CCCCC1)C(c1ccco1)N(Cc1cccs1)C(=O)Cn1nnc2ccccc21 (configuration not stated)
3%	28%	-1%	-8%	25µM*	6%	21%[57 µM]	3%	-39%	O=C(CC(Nc1ccc(Cl)cc1Cl)C(=O)O)c1ccccc1 (configuration not stated)

# Sorted by number of heavy atoms (ascending): 3 of the compounds above
ALOX12 inh	GLS inh	Pin1 inh	PGK inhibitor	TrxR1 inh	JMJD2A Tudor inh	HP1b chromo inh	ERG Ets-DNA blk	RGS4 inh	SMILES
?	-12%	-1%	-8%	-20%	100µM*	-9%	-1%	?	O=C(Nc1nnc(-c2ccncc2)s1)C1CCCO1 (configuration not stated)
4%[57.4 µM]	4%	-2%	-6%	16%[57.1 µM]	-8%	20%	-3%	4%	CCc1ccccc1NC1c2ccccc2C(=O)N1c1cc(C)ccn1 (configuration not stated)
-4%	-20%	5%	-4%	2%[57.1 µM]	-3%	27%	?	-5%	CC(=O)c1ccc(N(CC(=O)NC2CCS(=O)(=O)C2)S(=O)(=O)c2ccc(C)cc2)cc1 (configuration not stated)

# Quoted from the listing:
# Cc1noc(C)c1COc1ccc(C(=O)NCC2CCCO2)cc1 (configuration not stated) in TrxR1 inh has 25%
# CC(=O)N1CCN(c2ccc(Oc3nnnn3-c3ccccc3)cc2)CC1 in JMJD2A Tudor inh has -10%
# CC(C)OP(=O)(OC(C)C)C(NC(=O)c1cccc([N+](=O)[O-])c1)C(N)=O (configuration not stated) in TrxR1 inh has -1%

# Screens: PubChem BioAssay, National Center for Advancing Translational Sciences (NCATS)
